OX1R antagonist = OX1R (HCRTR1) antagonists, primary screen, fluorescence, CHO/OX1R cells, Fluo-8 calcium, orexin A; inhibition, % at 5 µM; Fluo-8 calcium fluorescence; hit rate 0.43% among 330,000; Orexin/Hypocretin receptor type 1 (Homo sapiens), O43613;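 active means inhibition above its plate's threshold, mean inhibition of all tested compounds on the plate plus 3 SD, cut at about 37% in these data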;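 further: 0% = orexin A challenge wells and 100% = SB-334867-A antagonist wells; not every result past the cut was called active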
Target sequence (O43613 whole entry, looked up): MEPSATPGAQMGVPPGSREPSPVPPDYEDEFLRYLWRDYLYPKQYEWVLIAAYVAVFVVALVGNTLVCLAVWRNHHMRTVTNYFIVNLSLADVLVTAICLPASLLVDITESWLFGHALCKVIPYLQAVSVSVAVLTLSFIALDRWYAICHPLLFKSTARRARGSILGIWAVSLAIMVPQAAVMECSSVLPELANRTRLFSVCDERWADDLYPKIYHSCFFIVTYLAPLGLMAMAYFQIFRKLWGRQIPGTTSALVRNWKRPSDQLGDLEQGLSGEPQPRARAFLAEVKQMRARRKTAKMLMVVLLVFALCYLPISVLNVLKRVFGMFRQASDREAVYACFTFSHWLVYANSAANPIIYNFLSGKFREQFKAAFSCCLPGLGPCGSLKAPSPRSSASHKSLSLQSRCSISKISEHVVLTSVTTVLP
CHT PAM = CHT positive allosteric modulators, primary screen, cell-based, membrane potential dye, choline EC20 | B-score at 10 µM | High affinity choline transporter 1 (Homo sapiens), Q9GZV3 | CHT-expressing cells; active compounds read high; LV-AA mutant CHT in HEK293 cells | AID 488977, 2010 | hit rate 0.49% among 310,000;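 active means initial fluorescence not abnormally high and integrated response B-score, plate-corrected, over 3 SD above library mean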
Target sequence (Q9GZV3 whole entry, looked up): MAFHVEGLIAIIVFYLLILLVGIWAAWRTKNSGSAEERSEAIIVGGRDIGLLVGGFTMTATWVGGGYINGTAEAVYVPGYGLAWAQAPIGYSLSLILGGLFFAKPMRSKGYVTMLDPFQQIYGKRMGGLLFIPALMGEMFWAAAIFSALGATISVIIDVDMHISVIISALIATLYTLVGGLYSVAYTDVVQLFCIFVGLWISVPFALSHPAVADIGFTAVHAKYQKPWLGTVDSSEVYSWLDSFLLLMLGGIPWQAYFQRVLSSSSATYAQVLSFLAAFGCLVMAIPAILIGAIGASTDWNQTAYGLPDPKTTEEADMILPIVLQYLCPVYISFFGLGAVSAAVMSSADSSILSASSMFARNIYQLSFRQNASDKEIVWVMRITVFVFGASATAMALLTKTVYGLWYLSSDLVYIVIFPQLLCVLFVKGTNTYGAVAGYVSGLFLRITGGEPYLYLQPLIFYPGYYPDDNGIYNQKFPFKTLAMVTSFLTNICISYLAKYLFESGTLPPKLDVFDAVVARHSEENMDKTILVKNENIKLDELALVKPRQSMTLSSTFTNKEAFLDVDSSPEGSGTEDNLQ
* marks the source's active call; other numbers are inactive results; i = inactive; · = not tested or not shown; & = joins results of further samples. Outcome played no part in choosing rows. Share with any hit: about 0.83%.

SMILES	OX1R antagonist	CHT PAM
CCN(CC(=O)NCc1cccs1)C(=O)c1ccc(-c2cccc(C(F)(F)F)c2)o1	-35.9	i
O=C(Cc1c[nH]c2ccccc12)NCC(=O)Nc1ccc(F)c(F)c1F	-6.7	·
CC1CCCCN1S(=O)(=O)c1ccc(C(=O)Nc2nnc(-c3ccccn3)o2)cc1 (configuration not stated)	-23.4	i
CC1CN(C(=O)CSc2nnc(-c3ccncc3)n2-c2ccccc2)CC(C)O1 (configuration not stated)	-4.4	i
CCCCn1c(NCc2cccs2)nc2ccccc21	-21.6	i
Cc1cccc(CSCCNC(=O)c2ccc(CN3CCOCC3)cc2)c1	-13.6	i
Cc1ccc2nc(N3CC(=O)Nc4ccccc43)nc(-c3ccccc3)c2c1	-17.2	i
NC(=O)N1c2ccccc2C=Cc2ccccc21	-1.7&-5.7	i
COc1ccc(OC)c(NC(=O)C(=O)c2cn(CC(=O)N3CCCC3)c3ccccc23)c1	-12.4	i
COc1ccc(Cl)cc1NC(=S)NCCSc1ccc(C)cc1	-39.8	i
O=C(c1cc(Cl)cc(Cl)c1)N1CCC(=O)N(C(COCc2ccccc2)Cc2ccccc2)CC1 (configuration not stated)	-38.2	i
COc1ccc(NC(=O)C2CCCC2)cc1	2.1	i
COc1ccc2nc(C)cc(SCC(=O)Nc3c(C)cc(C)cc3C)c2c1	-25.3	i
CC(Oc1ccc(Cl)cc1)c1ccnn1S(=O)(=O)c1ccccc1 (configuration not stated)	-14.7	i
Clc1ccc(OCc2nnc(-c3ccccc3Br)o2)cc1	-19.4	i
COc1ccccc1C(OC(=O)c1ccco1)C(=O)NCc1ccc(F)cc1 (configuration not stated)	-11.8	i
CC1CN(C(=O)CSc2nnc(C3CCCCC3)n2N)CC(C)O1 (configuration not stated)	1.5	·
O=C1CSCC(=O)N1Cc1ccc(Cl)c(Cl)c1	-25.3	i
CCOC(=O)C1(C)NC(c2cccs2)C2C(=O)N(c3ccc(C)cc3)C(=O)C21 (configuration not stated)	-15.3	i
O=C(c1cccc(Oc2ccc([N+](=O)[O-])cc2)c1)N1CCOCC1	0.2	i
Cc1ccccc1CNc1nnnn1C	-6.7	i
CN1CCN(CC(O)COC(c2ccc(Cl)cc2)c2ccc(Cl)cc2)CC1 (configuration not stated)	-15.2	i
O=C(Nc1ccc(C(=O)O)cc1)/C(=C\c1ccc([N+](=O)[O-])cc1)NC(=O)c1ccc(Br)cc1	-15.0	i
O=C(c1cccs1)N(c1ccc(F)cc1)C1C=CS(=O)(=O)C1 (configuration not stated)	-13.3	i
COc1cc(NC(=O)c2cccnc2Sc2ccc(C)c(C)c2)cc(OC)c1OC	-13.0	i
Cc1cc(Cl)ccc1OC(C)C(=O)Nc1ccc([N+](=O)[O-])cn1 (configuration not stated)	-9.3	i
CC(C)(O)[C@@H]1CC[C@@](C)(C2CC[C@]3(C)C2[C@H](O)CC2[C@@]4(C)CC[C@H](O)C(C)(C)C4[C@@H](O[C@H]4O[C@@H](CO)[C@H](O)[C@@H](O)[C@@H]4O[C@@H]4O[C@H](CO)[C@@H](O)[C@H](O)[C@H]4O)C[C@]23C)O1 (stereo in doubt)	-15.4	·
O=C(N/N=C/c1ccc[nH]1)c1cc(-c2ccc(Cl)cc2)nc2ccccc12	-30.6	i
O=C(OCC(=O)C12CC3CC(CC(C3)C1)C2)c1cnccn1	-6.5	i
CC(C)Oc1ccc(C(=O)Nc2cccc(S(=O)(=O)N3CCCC3)c2)cc1	-19.8	·
COc1ccc(-c2oc3ccccc3c2C(=O)Oc2ccccc2)cc1	-43.3	i
O=C(NC1CCC(O)CC1)c1cccnc1Sc1ccccc1Cl (configuration not stated)	6.7	i
Cc1cccc(NC(=O)c2ccc3c(c2)CCN3S(C)(=O)=O)c1	·	i
Cc1cccc(CNC(=O)c2ccc(NC(=O)C3=CSCCO3)cc2)c1	-14.1	i
Cc1ccc(C)c(NC(=O)CN(C)S(=O)(=O)c2ccc(F)cc2)c1	-25.8	i
Cc1n[nH]c(=O)c2c(NC(=O)COC(=O)c3cc(F)cc(F)c3)oc(C)c12	-1.2	i
CCC(c1n[nH]c(=S)n1-c1ccccc1)N(C)C (configuration not stated)	-10.9	i
OC(CCN1CCOCC1)c1ccccc1 (configuration not stated)	-8.4	i
COc1nc(N(C#N)CC(N)=O)nc(N2CCCC2)n1	-12.7	i
CCCN1CCN(CCCNC(=O)c2cc3c(=O)[nH]c4ccc(C)cc4c3s2)CC1	-4.0	i
O=C(CC(c1ccccc1)c1ccccc1)Nc1ccc(O)cc1	-13.5	i
CC(C)c1ccccc1NS(=O)(=O)N(C)C	-10.2	i
CC(C)COC(=O)n1ccc(C(=O)N2CCCCC2)n1	-2.5	i
O=C(NC1CCc2ccccc21)c1cc(COc2ccc(F)cc2F)on1 (configuration not stated)	-3.3	i
Cc1cc(C)c(NC(=O)CCN2C(=O)c3ccccc3S2(=O)=O)c(C)c1	-20.5	i
CC(Oc1cccc(Cl)c1)C(=O)Nc1ccc(N2CCOCC2)cc1N1CCOCC1 (configuration not stated)	-6.1	i
CCOc1ccc(S(=O)(=O)N2CCCC(C(=O)NCc3ccccn3)C2)cc1C (configuration not stated)	-22.1	i
COc1ccc(Oc2coc3cc(OC(=O)c4cccs4)ccc3c2=O)cc1	16.7	i
COc1cccc(CNC(=O)C2CCN(S(=O)(=O)c3cccc4nonc34)CC2)c1	-13.7	i
O=C(Nc1ccccc1N1CCOCC1)c1ccc(Cl)c(S(=O)(=O)NCc2ccco2)c1	-16.3	i
CCCC(c1nnnn1C1CCCCC1)N1CCN(c2ncccn2)CC1 (configuration not stated)	-25.3	i
CS(=O)(=O)c1ccc(Cl)c(NC(=O)COC(=O)CNC(=O)c2cccs2)c1	-10.7	i
CN(c1cccc(NC(=O)Nc2ccc(Cl)cc2)c1)S(C)(=O)=O	4.5	i
CN1CCN(C(=O)/C(=C/c2cccc([N+](=O)[O-])c2)NC(=O)c2ccccc2)CC1	-15.3	i
O=C(COC(=O)C12CC3CC(CC(O)(C3)C1)C2)NC12CC3CC(CC(C3)C1)C2	-2.5	i
CCC(=O)N1N=C(c2cccs2)CC1c1ccc(C)cc1 (configuration not stated)	-12.8	i
CCSc1nnc(NC(=O)[C@@H](NC(=O)c2ccccc2F)C(C)C)s1	-44.1	i
CCOC(=O)CC1=NN(c2ccccc2)C(=O)/C1=C\c1ccc(N(C)C)cc1	-8.8	i
COc1ccc(OC)c(CNS(=O)(=O)c2c(C)nc3scc(C)n3c2=O)c1	3.5	i
CCOC(=O)CC1CCCCN1C(=O)CCCn1nnnc1CN1CCC(C)CC1 (configuration not stated)	-23.8	i

Taken from above for reference:
SMILES	OX1R antagonist	CHT PAM
O=C(COC(=O)C12CC3CC(CC(O)(C3)C1)C2)NC12CC3CC(CC(C3)C1)C2	-2.5	i
CCC(=O)N1N=C(c2cccs2)CC1c1ccc(C)cc1 (configuration not stated)	-12.8	i
CCSc1nnc(NC(=O)[C@@H](NC(=O)c2ccccc2F)C(C)C)s1	-44.1	i
CCOC(=O)CC1=NN(c2ccccc2)C(=O)/C1=C\c1ccc(N(C)C)cc1	-8.8	i
COc1ccc(OC)c(CNS(=O)(=O)c2c(C)nc3scc(C)n3c2=O)c1	3.5	i
CCOC(=O)CC1CCCCN1C(=O)CCCn1nnnc1CN1CCC(C)CC1 (configuration not stated)	-23.8	i

Next part:
SMILES	OX1R antagonist	CHT PAM
Cc1ccc(C)c(N2CCN(C(=O)CCCCn3c(=O)[nH]c4ccccc4c3=O)CC2)c1	-59.0	i
CCC1CCC/C1=N\NC(=O)CCC(=O)Nc1ccccc1Cl (configuration not stated)	-3.3	i
O=c1c2ccccc2nc2n1CCC2O (configuration not stated)	1.2	i
CC(C)(C)OC(=O)NCCc1nnc(SCc2ccc(Cl)cc2)o1	-18.5	i
Nc1nc2sc3c(c2cc1C(=O)N1CCOCC1)CCCC3	-22.1	i
Cc1cccc(N(CC(=O)NCc2ccc(F)cc2)C(=O)c2csnn2)c1C	-21.7	i
CCC(=O)c1ccc(OC(=O)C2CCN(C3=NS(=O)(=O)c4ccccc43)CC2)cc1	-6.3	·
Cc1ccc(NS(=O)(=O)c2csc(C(N)=O)c2)c(C)c1	-16.0	i
Cc1ccc(C(=O)CC(=O)c2ccc(C)cc2O)cc1	·	i
Cc1ccc(-c2c[n+](CC(=O)Nc3ccc(C)cc3C)c3n2CCC3)cc1	-2.7	i
O=C(CCCCCN1C(=O)[C@@H]2Cc3ccccc3CN2C1=O)Nc1cccc(F)c1	-32.9	i
O=C(CSc1ccccn1)N1CCN(c2cccc(Cl)c2)CC1	-15.6	i
O=C(c1cc(Br)ccc1OC(F)F)N1CCN2CCCC2C1 (configuration not stated)	-0.9	·
COc1cc(C(=O)NCCc2ccc(S(N)(=O)=O)cc2)ccc1OCc1c(C)noc1C	-4.5	·
CC1Cc2ccccc2N1C(=O)CSc1ncc(-c2ccc(F)cc2)n1C (configuration not stated)	-32.0	i

3 structures already listed, arranged by number of heavy atoms, low to high:
SMILES	OX1R antagonist	CHT PAM
CC(C)(C)OC(=O)NCCc1nnc(SCc2ccc(Cl)cc2)o1	-18.5	i
CC1Cc2ccccc2N1C(=O)CSc1ncc(-c2ccc(F)cc2)n1C (configuration not stated)	-32.0	i
CCC(=O)c1ccc(OC(=O)C2CCN(C3=NS(=O)(=O)c4ccccc43)CC2)cc1	-6.3	·

Reformatted with values under each structure: part of the list above
Under each structure: OX1R antagonist, CHT PAM
Cc1ccc(NS(=O)(=O)c2csc(C(N)=O)c2)c(C)c1
    -16.0, i
Cc1ccc(C)c(N2CCN(C(=O)CCCCn3c(=O)[nH]c4ccccc4c3=O)CC2)c1
    -59.0, i
Cc1ccc(-c2c[n+](CC(=O)Nc3ccc(C)cc3C)c3n2CCC3)cc1
    -2.7, i

The results go on.
SMILES	OX1R antagonist	CHT PAM
CC(C#N)Sc1ncnc2sc3c(c12)CCC3 (configuration not stated)	-14.7	i
COc1ccc2c(c1)[n+](=O)c(C(C)=O)c(C)n2[O-]	4.3	i
Cc1oc2c(O)c(O)ccc2c(=O)c1-c1ccccc1	-0.9	i
C[C@@H]([C@H](O)c1ccccc1)N(C)C(=S)Nc1ccccc1	·	i
Cc1cccc(NC(=S)N2CCCC(c3nc4ccccc4[nH]3)C2)c1 (configuration not stated)	-24.3	i
Cc1ccc(CNC(=O)CSc2nnnn2C)cc1	-10.6	i
O=C(Cc1ccc(-n2c(=S)[nH]c3ccccc3c2=O)cc1)N1CCC(N2CCCCC2)CC1	-8.7	i
COc1ccc(NC(=O)CCNS(=O)(=O)c2ccc3c(c2)c(=O)n(C)c(=O)n3C)c(OC)c1	-9.2	i
COC(=O)CNC(c1ccccc1Cl)c1cc(Br)ccc1NC(=O)CCN1CCOCC1 (configuration not stated)	-24.6	i
COc1ccc2c(c1OC)c(=O)n1c3ccc(OC(C)C(=O)NCCCN4CCOCC4)cc3c3ccnc2c31 (configuration not stated)	5.1	i
O=C(/C=C/NCc1ccc(F)cc1)c1ccccc1	-32.1	i
COc1ccc(C(=O)CSc2nnc(CNC(=O)c3ccco3)n2C)cc1	-3.0	6.59*
CCOc1ccc(NC(=O)CSc2nnc(COc3c(C)cccc3C)o2)cc1	-11.7	i
C=C(Cl)COc1ccc2c(CCCC)cc(=O)oc2c1	-27.0	i
CCN(CC)C(=O)c1cccc(NC(=O)c2ccccc2OCc2c(C)noc2C)c1	-23.6	·
C/C(=N\NC(=O)c1cccs1)c1ccc(C(=O)O)s1	·	i
O=C(NCc1ccccc1Cl)C1CC(=O)N(Cc2ccccc2)C1 (configuration not stated)	7.0	i
CCc1c(O)nc2sc3ccccc3n2c1=O	-14.7	i
COc1ccc(CC(=O)N(C)CC(=O)Nc2ccccc2SC)cc1	-14.3	i
COc1ccc(NC(=S)N(Cc2ccc(C(=O)O)cc2)Cc2ccc(OC)c(OC)c2)cc1	-14.6	i
COc1ccc(C(=O)c2c(N)sc3c2CCN(C(=O)OC(C)(C)C)C3)cc1	-32.2	i
Cc1cc(C)cc(C(=O)NCC(=O)OCC(=O)N2c3ccccc3NC(=O)C2(C)C)c1	-18.3	i
O=C(NCc1cccnc1)c1cnc2sccn2c1=O	-22.6	i
COC(=O)/C=C/c1cnc2ccccc2c1	-20.1	i
CC(C)COC(=O)c1cc(=O)[nH]c2ccccc12	-13.1	i
CCCCCCc1c(C)nc(-n2[nH]c(C)c(CCO)c2=O)[nH]c1=O	-27.8	i
CCC(Oc1ccccc1)C(=O)NCCOC (configuration not stated)	-5.5	i
CCc1nn(CC(=O)O)c(=O)c2ccccc12	3.6	i
Cn1c(=O)c2c(nc(NCCNC(=O)c3ccco3)n2Cc2ccc(Cl)cc2Cl)n(C)c1=O	-13.9	i
CN=C1SC(CC(=O)Nc2ccc(F)cc2F)C(=O)N1/N=C(\C)c1cccc(OCC(=O)O)c1 (configuration not stated)	-2.5	i
Cc1noc(C)c1CN(C(=S)NC1CC1)c1ccccc1	9.6	i
CCc1ccc(OCC(=O)NNC(=O)c2cc(S(=O)(=O)N(C)C)ccc2N2CCCC2)cc1	-17.5	i
CCOc1ccc(NC(=O)C(=O)NCC2CCCN2CC)cc1 (configuration not stated)	-17.5	i
CCCC(=O)Nc1ccc2c(c1)COC2=O	-11.9	i
COc1ccc(C(=O)C2CCCN(C(=O)c3noc4c3CCCC4)C2)c(C)c1 (configuration not stated)	-31.3	i
COc1ccc(Cn2nnc3ccccc32)cc1	-14.2	i
O=C(CSc1nnc2scc(-c3ccc(Cl)cc3)n12)NCc1ccc2c(c1)OCO2	-26.5	i
COc1ccc(CCN2C(=O)NC(NS(=O)(=O)c3ccc(Cl)cc3)(C(F)(F)F)C2=O)cc1OC (configuration not stated)	-15.4	i
Cc1ccc(-n2ncc3c(=O)n(CC(=O)N4CCN(c5ccccc5F)CC4)cnc32)cc1C	0.5	i
CC(C)Cn1c(CN2CCCCC2C)nc2c1c(=O)n(C)c(=O)n2C (configuration not stated)	-4.9	i

Bioassay records from PubChem BioAssay.
